Screening results: PubChem, several laboratories
MITF act: increases MITF-driven TRPM1 promoter luciferase signal. SK-MEL-5 TRPM1-promoter luciferase, 24 h; % of positive control, neutral wells = 0. activation, % at 12.5 µM. 0.75% of 300,000 active. AID 588334;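 active means mean activation of at least 80% with every replicate also reaching 80%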;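 further: 0% = neutral control wells and 100% = parthenolide positive control wells; values of inactives mirror those of a sister screen read the other way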
dFosB act: mouse delta FosB homodimer activation; purified delta FosB, TAMRA-CDK5 oligo fluorescence polarization; percent of positive-control signal above neutral wells; activation, % at 25 µM; 0.99% of 340,000 active; AID 493131;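 active means mean activation above about 17%, with every replicate also reaching it, limit read from the data, passing the limit was not always enough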;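 further: fluorescence polarization rise as delta FosB binds a TAMRA Cdk5 AP-1 oligo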
NSD2 HMT inh: NSD2 (human) methyltransferase inhibition. O96028. NSD2 peptide methylation, AlphaScreen, 120 min. inhibition, % at 12.5 µM. 0.54% of 310,000 active. AID 743445; in the data active means inhibition above about 50%
PvdQ acylase: P. aeruginosa PvdQ acylase inhibition. purified PvdQ acylase, fluorescence plate reader. inhibition, % at 10 µM. 0.063% of 340,000 active. AID 488965; in the data active means inhibition above about 30%, passing the limit was not always enough;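 further: 0% = vehicle neutral wells and 100% = reference inhibitor wells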
CDK5 p35 inh: blocks human CDK5/p35 kinase activity; Q00535+Q15078; Recombinant CDK5/p35, ADP-Glo luminescence, 60 min; inhibition, % at 10 µM; 0.01% of 330,000 active; AID 488839;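 active means highest replicate inhibition of at least 50% and at least 75% of replicates reaching 50%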;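 further: plate controls were DMSO neutral control for no effect and GW8510 at 10 µM for full effect; many of its hits are not listed in these tables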
HTR5A ag: activates human HTR5A in OPRM1-OPRD1 agonist counter-screen | 0.61% of 340,000 active | P47898 | activation, % at 9.3 µM | HTR5A agonist assay, luminescence, cell-based | AID 504692; in the data active means activation mostly above about 9.5%, no sharp cut-off; inactive means mostly below about 7.6%;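 further: 0% = cells with vehicle only and 100% = reference agonist; strong numbers were not always called active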
V-ATPase pH: regulators of yeast V-ATPase proton transport. S. cerevisiae, pHLuorin cytosolic pH fluorescence. response, % at 10 µM. 0.37% of 350,000 active. AID 504577; in the data active means response mostly above about 7.3%, no sharp cut-off; inactive means mostly below about 5.4%; further: actives read high; inactives centre near 0; some compounds called inactive have numbers as strong as hits; reference of the scale not given here
SR-BI HDL uptake: inhibitors of mouse SR-BI mediated HDL lipid uptake; Q61009; ldlA[mSR-BI] CHO cells, DiI-HDL uptake fluorescence, 3 h; inhibition, % at 12.5 µM; 0.96% of 320,000 active;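 active means mean replicate inhibition of at least 70% and a set share of replicates each scoring 70 or more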;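 further: 0% = median of neutral control wells and 100% = median of positive control wells; values of inactives mirror those of a sister screen read the other way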
HTR5A inv ctr: HTR5A inverse agonism, opioid heterodimer counter-screen. 0.083% of 340,000 active. HTR5A cell line, luminescence. P47898. inhibition, % at 9.3 µM. AID 504634; in the data active means inhibition mostly above about 23%, no sharp cut-off; inactive means mostly below about 18%;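 further: 0% = cells with DMSO and 100% = no-cell wells with DMSO; some compounds called inactive have numbers as strong as hits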
Wnt act: activates Wnt/beta-catenin signaling in a reporter cell assay; activator, plate reader; 1.2% of 300,000 active; activation, % at 9.35 µM; in the data active means activation above about 30%, passing the limit was not always enough;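 further: 0% = neutral control wells and 100% = positive control wells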
* = called active by the depositor. Random draw from the library; any-hit rate near 5%.

What do the screens show for `Clc1ccc(-c2nnc(SCc3nc4ccccc4[nH]3)o2)c(Cl)c1`?
MITF act: -13; dFosB act: -1; NSD2 HMT inh: -2; PvdQ acylase: 10; CDK5 p35 inh: -1.4; HTR5A ag: 1; V-ATPase pH: 0; SR-BI HDL uptake: -4; HTR5A inv ctr: -2; Wnt act: 0

What do the screens show for `Cc1ccc2nsnc2c1NC(=O)c1ccccc1[N+](=O)[O-]`?
MITF act: 0; dFosB act: -3; NSD2 HMT inh: -2; PvdQ acylase: 2; CDK5 p35 inh: 0.9; HTR5A ag: -11; V-ATPase pH: 5; SR-BI HDL uptake: 12; HTR5A inv ctr: 30; Wnt act: 0

Results for CN1C(C(=O)NCCc2cccs2)CC2Cn3c(nc4cc5ccccc5cc43)C21 (stereo not given) ?
MITF act: -2; dFosB act: -4; PvdQ acylase: -4; CDK5 p35 inh: -0.1; HTR5A ag: -6; V-ATPase pH: 1; SR-BI HDL uptake: -6; HTR5A inv ctr: 16; Wnt act: 5

What do the screens show for `COc1cc(OC)c(OC)cc1CN1CCCC(C(=O)N2CCCCC2)C1` (stereo not given)?
MITF act: -4; dFosB act: 2; NSD2 HMT inh: 37; PvdQ acylase: 3; CDK5 p35 inh: 0.0; HTR5A ag: 7; V-ATPase pH: -3; SR-BI HDL uptake: -10; HTR5A inv ctr: -4; Wnt act: -10

How did COc1ccccc1NC(=S)N(Cc1ccccc1)Cc1ccccn1 do in these assays?
MITF act: -5; dFosB act: -7; NSD2 HMT inh: -2; PvdQ acylase: -4; CDK5 p35 inh: -0.6; HTR5A ag: 0; V-ATPase pH: 2; SR-BI HDL uptake: 11; HTR5A inv ctr: -5; Wnt act: -4

Results for COc1ccc2nc(NC(=O)CC3Oc4ccccc4NC3=O)sc2c1 (stereo not given) ?
MITF act: 0; dFosB act: 7; NSD2 HMT inh: -3; PvdQ acylase: -14; CDK5 p35 inh: 1.8; HTR5A ag: 4; V-ATPase pH: 0; HTR5A inv ctr: -18; Wnt act: 8

Results for CCC(/C=N/NC(=O)c1ccccc1F)CC ?
MITF act: 1; dFosB act: 6; NSD2 HMT inh: -1; PvdQ acylase: -28; CDK5 p35 inh: -2.1; HTR5A ag: -4; V-ATPase pH: -3; SR-BI HDL uptake: -16; HTR5A inv ctr: 9; Wnt act: -1

How did Cc1cccc(OCCN2C(=O)C(=O)c3cc(C)ccc32)c1 do in these assays?
MITF act: -5; dFosB act: -13; NSD2 HMT inh: 6; PvdQ acylase: -6; CDK5 p35 inh: -0.4; HTR5A ag: 6; V-ATPase pH: -2; SR-BI HDL uptake: 9; HTR5A inv ctr: 20; Wnt act: -21

What do the screens show for `CCOc1ccc(NC(=O)C2CCCN(c3nc(C)cc(C)n3)C2)cc1` (stereo not given)?
MITF act: -5; dFosB act: -9; NSD2 HMT inh: 2; PvdQ acylase: -8; CDK5 p35 inh: 1.6; HTR5A ag: 3; V-ATPase pH: -1; HTR5A inv ctr: 12; Wnt act: 2

What do the screens show for `COc1ccc(C(C(=O)NC2CCCC2)N(CC2CCCO2)C(=O)Cn2nnc(-c3ccc(C)o3)n2)cc1` (stereo not given)?
MITF act: -9; dFosB act: -8; PvdQ acylase: 0; CDK5 p35 inh: 0.7; HTR5A ag: 4; V-ATPase pH: 0; SR-BI HDL uptake: 2; HTR5A inv ctr: -10; Wnt act: -2

How did CSCCC(NC(=O)c1ccc(Cl)cc1)C(=O)O (stereo not given) do in these assays?
MITF act: -8; dFosB act: 1; NSD2 HMT inh: -3; PvdQ acylase: 7; CDK5 p35 inh: -0.7; HTR5A ag: -1; V-ATPase pH: 11; SR-BI HDL uptake: -3; HTR5A inv ctr: 2; Wnt act: 0

What do the screens show for `O=C(NCCCn1ccnc1)C(=O)NCC(c1cccnc1)N1CCN(c2ccc(F)cc2)CC1` (stereo not given)?
MITF act: 1; dFosB act: -9; PvdQ acylase: 4; CDK5 p35 inh: -0.7; HTR5A ag: -3; V-ATPase pH: -4; SR-BI HDL uptake: -7; HTR5A inv ctr: 10

Results for COC(=O)[C@@H]1C[C@@]2(O)[C@@H](O)[C@@H](O)[C@@H](O)C[C@H]2N1Cc1ccc(C)s1 ?
MITF act: 6; dFosB act: 5; PvdQ acylase: -1; CDK5 p35 inh: 0.8; HTR5A ag: -2; V-ATPase pH: 0; SR-BI HDL uptake: -22; HTR5A inv ctr: 7; Wnt act: -3

What do the screens show for `COc1ccc(-n2ncc(C(C)NS(=O)(=O)c3ccc(C)s3)c2C)cc1` (stereo not given)?
MITF act: -2; dFosB act: -15; NSD2 HMT inh: -3; PvdQ acylase: -8; CDK5 p35 inh: -2.1; HTR5A ag: 7; V-ATPase pH: 0; SR-BI HDL uptake: 34; HTR5A inv ctr: -17; Wnt act: 2

What do the screens show for `COc1ccc(O)c(C(=O)c2cnc3c(c2)CN(C)C(=O)N3)c1`?
MITF act: -3; dFosB act: -6; NSD2 HMT inh: 1; PvdQ acylase: -6; CDK5 p35 inh: 0.5; HTR5A ag: -4; V-ATPase pH: 0; SR-BI HDL uptake: 29; HTR5A inv ctr: 18; Wnt act: 0

Results for O=c1c(-c2ccc(O)cc2)coc2c([C@@H]3O[C@H](CO)[C@@H](O)[C@H](O)[C@H]3O)c(O)ccc12 ?
MITF act: 16; dFosB act: -7; PvdQ acylase: -8; CDK5 p35 inh: 0.2; HTR5A ag: 3; V-ATPase pH: -3; SR-BI HDL uptake: -12; HTR5A inv ctr: 2; Wnt act: 3

How did Cc1ccc(NC(=O)C2CCN(S(=O)(=O)c3ccc4c(c3)NC(=O)CO4)CC2)cc1 do in these assays?
MITF act: 5; dFosB act: -4; NSD2 HMT inh: 0; PvdQ acylase: 2; CDK5 p35 inh: 0.1; HTR5A ag: 0; V-ATPase pH: 6; SR-BI HDL uptake: 18; HTR5A inv ctr: 1; Wnt act: 2

Results for CC1(c2ccccc2)CC(C)(C)N2C(=O)Cc3cccc1c32 (stereo not given) ?
MITF act: -15; dFosB act: -6; PvdQ acylase: -18; CDK5 p35 inh: 0.1; HTR5A ag: 6; V-ATPase pH: 1; SR-BI HDL uptake: 0; HTR5A inv ctr: -15; Wnt act: -1

What do the screens show for `O=C(COC(=O)Cc1ccc(Cl)cc1)Nc1ccccc1-c1ccccc1`?
MITF act: -2; dFosB act: 0; NSD2 HMT inh: -1; PvdQ acylase: 15; CDK5 p35 inh: 0.8; HTR5A ag: 2; V-ATPase pH: 0; SR-BI HDL uptake: -17; HTR5A inv ctr: -3

How did O=C(O)Cn1cc(/C=N/Nc2ccc([N+](=O)[O-])cn2)c2ccccc21 do in these assays?
MITF act: -22; dFosB act: 0; NSD2 HMT inh: 4; PvdQ acylase: 8; CDK5 p35 inh: 5.4; HTR5A ag: -1; V-ATPase pH: -4; SR-BI HDL uptake: -8; HTR5A inv ctr: 3; Wnt act: -2

What do the screens show for `Cc1cc(C)c(C)c(S(=O)(=O)N2CCC(C(=O)N3CCN(c4ccc(F)cc4)CC3)CC2)c1C`?
MITF act: 1; dFosB act: -7; NSD2 HMT inh: 0; PvdQ acylase: 5; CDK5 p35 inh: -0.4; HTR5A ag: 4; V-ATPase pH: -3; SR-BI HDL uptake: 63; HTR5A inv ctr: -13; Wnt act: -1

What do the screens show for `CCOCCOc1cccc(C(=O)NC(C)c2ccc3ccccc3c2)c1` (stereo not given)?
dFosB act: 2; NSD2 HMT inh: -3; PvdQ acylase: 6; CDK5 p35 inh: 0.4; HTR5A ag: 4; V-ATPase pH: 0; SR-BI HDL uptake: 11; HTR5A inv ctr: -13; Wnt act: -3

Results for O=C(CCN1CCOCC1)c1ccc2c(c1)OCCO2 ?
MITF act: -3; dFosB act: -1; NSD2 HMT inh: 0; PvdQ acylase: -15; CDK5 p35 inh: 0.6; HTR5A ag: 2; V-ATPase pH: -2; SR-BI HDL uptake: -14; HTR5A inv ctr: 5

Results for CC(C)N(Cc1nccn1C)C(=O)c1cc(COc2ccc(F)cc2Cl)on1 ?
MITF act: 5; dFosB act: -6; NSD2 HMT inh: -2; PvdQ acylase: 9; CDK5 p35 inh: 1.3; HTR5A ag: 4; V-ATPase pH: 3; SR-BI HDL uptake: 19; HTR5A inv ctr: 3; Wnt act: -2

What do the screens show for `COc1ccccc1C=NNc1ccc([N+](=O)[O-])cn1`?
MITF act: 5; dFosB act: -4; NSD2 HMT inh: -2; PvdQ acylase: -18; CDK5 p35 inh: 2.0; HTR5A ag: 0; V-ATPase pH: -3; SR-BI HDL uptake: -2; HTR5A inv ctr: -1; Wnt act: 0

Results for CCCNC(=O)c1nn2c(C(F)(F)F)cc(-c3ccccc3)nc2c1Cl ?
MITF act: 1; dFosB act: -11; NSD2 HMT inh: -1; PvdQ acylase: -13; CDK5 p35 inh: 0.7; HTR5A ag: 8; V-ATPase pH: -3; SR-BI HDL uptake: 25; HTR5A inv ctr: -22; Wnt act: -1

What do the screens show for `Cc1ccc(S(=O)(=O)N(Cc2ccc(F)cc2)Cc2ccco2)cc1`?
MITF act: -4; dFosB act: 2; NSD2 HMT inh: 2; PvdQ acylase: -12; CDK5 p35 inh: 0.3; HTR5A ag: 1; V-ATPase pH: -4; SR-BI HDL uptake: 30; HTR5A inv ctr: -19

How did N#Cc1c[nH]n2c(=O)cc(Cc3ccccc3)nc12 do in these assays?
MITF act: 2; dFosB act: 2; NSD2 HMT inh: -18; PvdQ acylase: -7; CDK5 p35 inh: 0.1; HTR5A ag: -1; V-ATPase pH: 8; SR-BI HDL uptake: -23; HTR5A inv ctr: -30

How did N#Cc1c(Nc2ccc(Cl)cc2)s[nH]c1=O do in these assays?
dFosB act: -1; NSD2 HMT inh: 1; PvdQ acylase: 2; CDK5 p35 inh: -2.4; HTR5A ag: -4; V-ATPase pH: -4; SR-BI HDL uptake: 7; HTR5A inv ctr: 6; Wnt act: 0

Results for O=C(Cn1nc(C(=O)O)c2ccccc2c1=O)NCC1CCCO1 (stereo not given) ?
MITF act: 4; dFosB act: 2; NSD2 HMT inh: 4; PvdQ acylase: 5; CDK5 p35 inh: 0.6; HTR5A ag: 1; V-ATPase pH: 2; SR-BI HDL uptake: -18; HTR5A inv ctr: -3

Results for O=C(Nc1ccc2nc(C3CC3)n(Cc3ccccc3)c(=O)c2c1)C1CC1 ?
MITF act: 115*; dFosB act: -8; NSD2 HMT inh: -1; PvdQ acylase: -14; CDK5 p35 inh: -1.0; HTR5A ag: 0; V-ATPase pH: -3; HTR5A inv ctr: 8; Wnt act: 24

How did CC1=CN2C(=NC(=O)CC2(C)C(=O)N(CC(=O)NC2CCCC2)c2ccccc2C)C=C1 (stereo not given) do in these assays?
dFosB act: 4; NSD2 HMT inh: -4; PvdQ acylase: -10; CDK5 p35 inh: -1.4; HTR5A ag: 7; V-ATPase pH: 2; SR-BI HDL uptake: -34; HTR5A inv ctr: -18

What do the screens show for `CCN1CCN(CCc2nc3cc(NC(=O)COc4ccccc4)ccc3n2C)CC1`?
MITF act: 4; dFosB act: 3; NSD2 HMT inh: 32; PvdQ acylase: -14; CDK5 p35 inh: 2.3; HTR5A ag: -2; V-ATPase pH: 2; SR-BI HDL uptake: -6; HTR5A inv ctr: -15; Wnt act: -2

How did COc1ccccc1CP(=O)(c1ccccc1)c1ccccc1 do in these assays?
MITF act: 2; dFosB act: -4; NSD2 HMT inh: -4; PvdQ acylase: -1; CDK5 p35 inh: 2.2; HTR5A ag: -1; V-ATPase pH: -3; SR-BI HDL uptake: 3; HTR5A inv ctr: 11; Wnt act: 21
